ALOX12 inh – ALOX12 (human) lipoxygenase inhibition; purified 12hLO, xylenol orange hydroperoxide absorbance; 580,000 compounds, 1.1% hits; P18054; Potency, µM (series often up to 108 µM), inactives show top-dose activity change, negative = inhibition, most hits filed as inhibitors; AID 1671190; active = well fitted inhibition curve with a large enough effect; inconclusive = small, poorly fitted or top-dose-only effect, or another doubt; inactive = no such curve, though single readings can be large or run the other way
Target sequence (P18054 whole entry, looked up): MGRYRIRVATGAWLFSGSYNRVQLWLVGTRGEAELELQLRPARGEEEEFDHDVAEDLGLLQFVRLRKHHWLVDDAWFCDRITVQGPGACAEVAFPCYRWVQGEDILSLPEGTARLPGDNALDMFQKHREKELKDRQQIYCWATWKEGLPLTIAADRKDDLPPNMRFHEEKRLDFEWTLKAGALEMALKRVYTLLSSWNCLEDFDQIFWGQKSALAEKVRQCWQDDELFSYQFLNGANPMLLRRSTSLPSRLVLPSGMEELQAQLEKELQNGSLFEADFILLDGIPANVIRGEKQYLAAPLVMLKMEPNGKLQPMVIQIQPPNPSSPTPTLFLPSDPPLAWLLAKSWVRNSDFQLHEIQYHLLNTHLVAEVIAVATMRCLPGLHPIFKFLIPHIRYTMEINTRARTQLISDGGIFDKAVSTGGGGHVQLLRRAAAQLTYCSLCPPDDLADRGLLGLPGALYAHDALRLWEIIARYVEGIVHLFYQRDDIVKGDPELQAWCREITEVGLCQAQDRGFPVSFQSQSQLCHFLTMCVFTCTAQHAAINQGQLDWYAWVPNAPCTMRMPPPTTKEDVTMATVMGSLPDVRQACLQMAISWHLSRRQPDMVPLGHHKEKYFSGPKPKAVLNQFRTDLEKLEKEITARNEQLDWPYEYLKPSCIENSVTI
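Hydroperoxide product was detected by ferrous iron/xylenol orange as the 573 to 405 nm absorbance ratio. Arachidonic acid at 40 uM (final) was turned over for 30 min at room temperature by 150 nM human 12hLO, pH 7.0 Hepes buffer, after 15 min compound preincubation.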
* = called active by the depositor; u = inconclusive; [ ] = another dose, or the depositor's remark. % is scaled to controls: 0 for no effect and ±100 for the full control effect; potency is read from the fitted curve at half-maximal effect.

ALOX12 inh | smiles
11.4% | CCN(c1ccccc1)S(=O)(=O)c1ccc(C(=O)OC2CCCCC2=O)cc1 (stereo not drawn)
u | Nc1ccc2c(c1)CCC(=O)N2
1.5% | O=C1CCN(C(=O)[C@@H]2CCCN2)CCCCCCN1
u | COc1ccc2[nH]c(C[C@@H]3C[C@@H](C(C)C)[C@H](CNCc4ccccc4O)C=C3C)nc2n1
3.3% | Fc1cc(F)cc(-c2noc3ncnc(NCc4ccco4)c23)c1
21.6%[176 µM] | c1ccc(-c2cc3c(cn2)NCCN(Cc2ccsc2)C3)cc1
-9.0% | CCOc1ccc(NS(=O)(=O)c2cc(NC(=O)Cc3c(F)cccc3Cl)ccc2OC)cc1
13.1%[176 µM] | CC(c1cccs1)N(C)C(=O)Cc1ccccn1 (stereo not drawn)
33.1%[activator] | Cc1ccc(C)c(-c2nn(CC(=O)NCC(F)(F)F)c(=O)c3ccccc23)c1
u | Cc1cn2c(=O)cc(CSc3ccccc3NC(=O)COc3ccccc3Cl)nc2s1
6.31µM* | COc1cc(Nc2nc3ccccc3nc2C(=O)OC(C)C)cc(OC)c1
-0.6% | CCn1cc(-c2ccc(OC)cc2)cc1C(=O)O
57.9%[activator] | Cc1ccccc1C(=O)N1CCN(c2cc(-c3ccc(F)cc3)[nH]n2)CC1
2.0% | COc1ccc(F)c(CN2CCCC(O)(CN3CCC(CO)CC3)C2=O)c1 (stereo not drawn)
15.6% | CN1[C@H](C(=O)O)C[C@H](C(=O)NCCCO)[C@@H]1c1ccccc1F
-9.1% | COc1ccc(C(=O)N2CCC3(CCC(=O)N(Cc4ccccc4)CC3)CC2)c(OC)n1
-1.5% | O=C1/C(=C/c2ccc(C(F)(F)F)cc2)CCc2ccccc21
-20.4% | O=C(/C=C/c1ccccn1)Nc1cccc(OC2CCCC2)c1
-11.6% | O=C(c1cnccn1)N1CCN(C(=O)N2CC3CC(C2)[C@H]2CCCC(=O)N2C3)CC1 (stereo partly drawn)
u | CS(=O)(=O)N1CCN(c2ccc(Cl)nn2)C(=O)C1
-1.7% | Cc1ccc2oc(C(=O)NCC(c3ccc(C)o3)N3CCCC3)cc(=O)c2c1 (stereo not drawn)
u | CCC(=O)Nc1ccc(-c2csc(Nc3cccc(OC)c3)n2)cc1
53.7%[activator] | COc1cccc(C(=O)NCCC2CCN(C(=O)Nc3cccc(F)c3)CC2)c1
49.0%[activator] | C=CCNC(=O)N[C@H]1C[C@@H](C(=O)N[C@@H](CCS(C)(=O)=O)C(N)=O)N(C(=O)CSC)C1
-5.3% | CCOC(=O)c1sc(NC(=O)CCSc2ccc(Cl)cc2)nc1C
1.4% | Cc1nc(-c2ccc(S(=O)(=O)Nc3ccc(C(C)C)cc3)cc2)co1
u | O=CNc1cccc(O)c1
u | Cc1oc(-c2ccccc2)nc1CC(=O)Nc1ccccc1-c1ccccc1
17.1% | COc1ccc(C2(C(=O)N3[C@@H]4CC[C@H]3CC(NC(=O)c3cnc(C)cn3)C4)CC2)cc1 (stereo partly drawn)
20.3% | Cc1nc(N2CCC(NC(=O)C3CCC3)CC2)cc(C(F)(F)F)n1
26.1% | O=C(N/N=C/c1ccsc1)c1ccc(-c2ccccc2)cc1
0.0% | C#CCNC1CCCCC1C(C)=O (stereo not drawn)
12.2%[176 µM] | C#CCNC[C@@H]1C=C(C)[C@H](Cc2nnc(Cc3c[nH]c4ccccc34)o2)C[C@H]1C(C)C
34.5%[activator] | CC(C)CNC(=O)N1CCC2(CC1)CC(C(=O)N1CCOCC1)N(C)C2 (stereo not drawn)
2.0% | CCc1nc2cc(NC(=O)Cn3c(C)nc4ccccc4c3=O)ccc2o1
-11.0% | Cc1cc(OCC(=O)c2ccc3c(c2)N(CC(=O)NCC2CC2)C(=O)CO3)ccc1Cl
u | COc1ccc2c(c1C)CCC/C2=N\OC(=O)c1ccccc1F
u | CC(C)(CNC(=O)NCc1nc2ccccc2s1)N1CCOCC1
52.9%[activator] | Cc1cccc(Oc2coc3cc(OC(=O)c4ccc(F)cc4)ccc3c2=O)c1
8.5% | CCC(NC(=O)c1ccc(OC)c(OC)c1)c1cccs1 (stereo not drawn)
89.0%[activator][176 µM] | COc1ccc2nc([C@H]3CCN(Cc4ccncc4)C3)[nH]c2c1
0.0% | O=C(CSc1ncnc2c1sc1cccc(F)c12)NC1CCCCC1
35.2%[activator] | CCCNC(=O)C1(c2ccc(NS(C)(=O)=O)cc2)CCCCC1
-30.8%[176 µM] | COCCNC(=O)C[C@@H]1C[C@H]2O[C@H](CNC3CCOCC3)[C@@H](O)[C@H]2O1
-6.2% | CCC(C)NC(=O)c1oc2ccccc2c1CSc1nnc(C)s1 (stereo not drawn)
38.7% | CCN1CCN(C(=O)CC2CCCN(c3cnn(CCOC)c(=O)c3)C2)CC1 (stereo not drawn)
26.8% | COc1ccc(N2CCN(C(=O)c3noc(-c4ccc(C)cc4)n3)CC2)cc1
-10.0%[176 µM] | O=C(COc1ccccc1)NC[C@H]1COCc2nc3cccnc3n21
-10.3% | Cn1nc(C(=O)Nc2ccnn2Cc2ccc(Cl)cc2)c2ccccc2c1=O
12.5% | CNC(=O)[C@H]1C[C@H](Oc2cccnc2)CN1C(=O)NCc1ccccc1

Next records
ALOX12 inh | smiles
15.4% | CCC(CC)=NNC(=O)C1CC1c1ccccc1 (stereo not drawn)
11.8% | CC(=O)N1CCCN(Cc2nc(-c3cccc(Oc4ccccc4)c3)oc2C)CC1
20.4% | COCC(=O)N1CCC(Oc2nccnc2N(C)C)C1 (stereo not drawn)
u | CCCCCCOc1ccc(/C=C(/C#N)C(=O)c2ccccc2)cc1
41.1%[activator] | COCc1ncc2c(n1)CCCN(CC(=O)Nc1ccccc1)C2=O
-16.6% | O=C(c1c(F)cccc1F)N1CCC(CN2CCOCC2)CC1
21.4% | COc1cc(CN2CCOc3ccc(C(O)c4cccnc4)cc3C2)cc(OC)c1 (stereo not drawn)
-10.5% | C=CCOC(=O)N(C)Cc1cn([C@H]2CN[C@H](C(=O)NC)C2)nn1
u | CC(C)Cc1ccc(C(C)NC(=S)NC2CC2)cc1 (stereo not drawn)
-2.7% | NCCOc1ccc(C(F)(F)F)cc1
u | Cc1ccc2c(c1)cc(S(=O)(=O)c1ccccc1)c(=O)n2CC(=O)N1CCCC1
13.6% | O=C(Cc1cccc(F)c1)N1CCCC(Cc2nc(C3CCOCC3)no2)C1 (stereo not drawn)
21.1% | CC(=O)NC[C@H]1CCN(S(=O)(=O)c2cccc(C#N)c2)C[C@H]1N(C)C
u | O=C(Nc1nc(-c2ccc(Cl)s2)cs1)C1CCN(C(=O)C2CC2)CC1
-16.3% | O=C(Cc1ccc(-c2ccccc2)cc1)Oc1ccc(Cl)c2ccccc12
40.5%[activator] | Cc1ccc(-n2nnnc2SCc2ncc(-c3ccccc3)o2)cc1
38.1%[activator] | CNC(=O)c1cccc(-c2ccccc2COc2ccc(CCOC)cc2)n1
u | Cc1c(C(=O)O)sc(=S)n1C
u | CC(C)(C)c1cc(Cn2cc(C3CCCNC3)nn2)[nH]n1 (stereo not drawn)
35.3% | COc1ccc(OC)c(C2CCN(c3ncncn3)C2)c1 (stereo not drawn)
u | O=C(Cn1nc2c(cc1=O)CCCCC2)Nc1nccs1
-5.1% | COc1ccccc1C1CC(=O)Nc2c(-c3ccccc3)nsc21 (stereo not drawn)
-2.6% | O=S(=O)(C1CC1)N1CCC(Cc2noc(-c3ccccc3)n2)C1 (stereo not drawn)
38.6%[activator] | Cc1ccc(C(O)CNC(=O)c2cccc(C)c2)cc1 (stereo not drawn)
51.7%[activator] | COCc1cc(NCC(O)COc2ccc(Cl)c(C)c2)ncn1 (stereo not drawn)
89.4%[activator] | CC(C)Cc1nc(CN2C[C@@H]3CC[C@H](C2)N(Cc2ccccc2)C3)no1
9.1%[6.33 µM] | CCC(C)n1c(C(C)CC(=O)Cc2ccccc2)nc2cccnc21 (stereo not drawn)
50.1µM* | CCCc1noc(-c2ccn3c(CNC(=O)c4ccc(C)c(F)c4)nnc3c2)n1
37.7% | CS(=O)(=O)N(Cc1cccnc1)C1CN(C(=O)c2cc3ccccc3[nH]2)C1
-3.9% | O=[N+]([O-])c1ccccc1/C=C/C=N/Nc1ccc(S(=O)(=O)Nc2ccccc2)cc1[N+](=O)[O-]
u | CC(C)OCc1ccccc1CNS(=O)(=O)c1ccc(Cl)cc1C(F)(F)F
16.2% | CC1CCN(C(=O)COc2ccc3ccccc3c2Br)CC1
u | CC(C)(C)c1ccc(C(CC(=O)O)NC(=O)c2ccc(-c3ccccc3)cc2)cc1 (stereo not drawn)
21.0%[176 µM] | O=C1Nc2ccc(-c3ccsc3)cc2C(=O)N2C[C@H](O)C[C@@H]12
u | O=C(C(c1ccccc1)N1CCN(S(=O)(=O)c2cccs2)CC1)N1CCCC1 (stereo not drawn)
23.5% | Cc1cc(C)cc(NC(=O)Cn2c(=O)c(-c3noc(C)n3)c3n(c2=O)CCCCC3)c1
-1.9% | O=C(NC(Cc1ccccc1)C(=O)N1CCN(c2ccccc2)CC1)c1ccco1 (stereo not drawn)
72.3%[activator][176 µM] | Cc1ccc(C(=O)N2CCC3(CC2)CC(c2cccnc2)=NO3)cc1
-13.5% | Cn1cnc(S(=O)(=O)N2CCCCN3[C@H](CO)[C@H](c4ccc(C#CC5CC5)cc4)[C@@H]3C2)c1
-15.8%[176 µM] | Cc1noc(C)c1-c1cc2cc(CNC3CC3)oc2c(NC2CCN(C)CC2)n1
36.2% | O=S(=O)(c1ccc(C(F)(F)F)cc1)N1CCC(n2cnnc2C2CC2)CC1
u | COC(=O)C1=C(CS(=O)(=O)c2ccc(C)cc2C)NC(=O)NC1c1ccc(O)cc1 (stereo not drawn)
11.5% | O=C(Cc1cccc(Cl)c1)N1CCC(n2cc(-c3nc(C4CC4)no3)nn2)C1 (stereo not drawn)
-1.3% | Cc1nn(C)c2sc(C(=O)N3CCN(S(=O)(=O)c4ccccc4Cl)CC3)cc12
-8.4% | CC(C)(C)C(=O)NCCCC(=O)NC1CCCC1
u | CC(=O)NC1(C)CCN(Cc2ccc(-c3ccc(N4CCOCC4)cc3)cc2)C1 (stereo not drawn)
-8.5%[176 µM] | COc1cccc(NC(=O)c2cnc3c(c2)N([S+](=O)([O-])c2cccnc2)CCC3)c1
-48.8% | Fc1ccc(-c2csc(NCC3CCCO3)n2)cc1 (stereo not drawn)
-7.2% | Cc1csc(CNC(=O)c2cnc3ccccc3n2)n1
u | CC1(COc2ccccc2)COc2ccc(C(=O)NCc3ccc4c(c3)OCO4)cc2N1 (stereo not drawn)

14 successive compounds from above, for reference:
ALOX12 inh | smiles
-1.9% | O=C(NC(Cc1ccccc1)C(=O)N1CCN(c2ccccc2)CC1)c1ccco1 (stereo not drawn)
72.3%[activator][176 µM] | Cc1ccc(C(=O)N2CCC3(CC2)CC(c2cccnc2)=NO3)cc1
-13.5% | Cn1cnc(S(=O)(=O)N2CCCCN3[C@H](CO)[C@H](c4ccc(C#CC5CC5)cc4)[C@@H]3C2)c1
-15.8%[176 µM] | Cc1noc(C)c1-c1cc2cc(CNC3CC3)oc2c(NC2CCN(C)CC2)n1
36.2% | O=S(=O)(c1ccc(C(F)(F)F)cc1)N1CCC(n2cnnc2C2CC2)CC1
u | COC(=O)C1=C(CS(=O)(=O)c2ccc(C)cc2C)NC(=O)NC1c1ccc(O)cc1 (stereo not drawn)
11.5% | O=C(Cc1cccc(Cl)c1)N1CCC(n2cc(-c3nc(C4CC4)no3)nn2)C1 (stereo not drawn)
-1.3% | Cc1nn(C)c2sc(C(=O)N3CCN(S(=O)(=O)c4ccccc4Cl)CC3)cc12
-8.4% | CC(C)(C)C(=O)NCCCC(=O)NC1CCCC1
u | CC(=O)NC1(C)CCN(Cc2ccc(-c3ccc(N4CCOCC4)cc3)cc2)C1 (stereo not drawn)
-8.5%[176 µM] | COc1cccc(NC(=O)c2cnc3c(c2)N([S+](=O)([O-])c2cccnc2)CCC3)c1
-48.8% | Fc1ccc(-c2csc(NCC3CCCO3)n2)cc1 (stereo not drawn)
-7.2% | Cc1csc(CNC(=O)c2cnc3ccccc3n2)n1
u | CC1(COc2ccccc2)COc2ccc(C(=O)NCc3ccc4c(c3)OCO4)cc2N1 (stereo not drawn)

Further records
ALOX12 inh | smiles
-1.1% | Cc1nc(N2CCC(NC(=O)c3ccccc3F)CC2)cc(C(F)(F)F)n1
u | COC(=O)[C@@]1(C)CCCC2(C)c3ccc(C(C)C)cc3CCC21 (stereo partly drawn)
55.5%[activator] | N#Cc1ccc(CN2CCC3(CC2)CC(=O)Nc2ccccc2O3)cc1
-0.1% | CCN(CC)S(=O)(=O)c1ccc(N(C)C)c(N)c1
3.4% | COCCN1CCCCCC(O)c2cc(C(=O)N3CCN(c4ccccn4)CC3)ccc21 (stereo not drawn)
u | O=C(c1ccc(Cl)cc1)N1CC2(CCCN(CC3CC3)C2)Cc2ccccc21 (stereo not drawn)
-0.5% | O=C(O)c1cc(C2CC2)nc2c1cnn2-c1ccc(F)cc1
32.8% | Cc1noc(C)c1C(=O)NCC(=O)N1CCCCCNC(=O)CC1c1ccccc1 (stereo not drawn)
-28.4% | Cc1nn(-c2ccc(F)cc2)c(-n2cccc2)c1C(=O)NCCN1CCCCC1C (stereo not drawn)
50.0%[activator][176 µM] | CC[C@H]1CN(Cc2ccncc2)CC[C@H]1CC(=O)N1CCC(C(=O)OC)CC1
u | COc1ccc(-c2ccc3ncc(Nc4cccc(F)c4)n3n2)cc1OC
-9.0%[176 µM] | CC(=O)N1CCC(NC[C@H]2O[C@H](Cc3cc(-c4cccc(O)c4)on3)CC[C@@H]2O)CC1
5.2% | COc1ccc(NC(=O)c2sc(-c3c(F)cccc3OC)nc2C)c(OC)c1
-0.5% | Fc1ccc(-c2cccc(CN3CCOCC3)c2)c(Cl)c1
43.0%[activator][176 µM] | Cc1cnc(NC(=O)c2ccc3c(c2)OCCN(Cc2ncccn2)C3)s1

Screening data (PubChem BioAssay)

These rows are one share of the data; rates above refer to the full screens.
